Source: PubChem
KCNH2 WT inh: inhibitors of human wildtype KCNH2 potassium channel; Q12809; activity change, % at 1.84 µM; actives 0.37% (n = 340,000); U2OS, BacMam KCNH2, thallium flux FluxOr; stronger effect = lower value;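 active = maximum activity change below -70%; inconclusive = maximum activity change between -70% and -50%; inactive = maximum activity change above -50%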; note: % is set by controls: 0 for no effect and ±100 for the full control effect
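U2OS cells transduced with wild-type KCNH2 virus are loaded with FluxOr dye for 45 min, and thallium flux is measured in kinetic reads before and after stimulation buffer. Rate constants are normalized to DMSO controls.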
CXXC DNA block: MLL CXXC-DNA interaction inhibition; actives 0.037% (n = 290,000); MLL-CXXC / FITC-HOXA9 DNA fluorescence polarization; Q03164; Potency, µM (highest dose often 115 µM), inactives show at the highest dose activity change, negative = inhibition, hits mostly inhibitors; AID 2662; active = well fitted inhibition curve with a large enough effect in the polarisation, with a control signal flat, not every such curve was filed as active; inconclusive = small, poorly fitted or top-dose-only effect, or effect the other way, or a change in a side signal; inactive = no such curve, though single readings can be large or run the other way; the % refers to the polarisation; note: potency is the fitted concentration of half-maximal effect
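Fluorescence polarization: 7 uM MLL-CXXC (stock) preincubated 5 min with compounds, then 50 nM fluorescein-HOX-A9 DNA (stock) added; 30 min ambient. Buffer 50 mM Tris-HCl pH 7.5, 50 mM NaCl, 1 mM DTT, 0.05% BSA.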
KCNH2 3.1 block: KCNH2 3.1 (human) potassium channel inhibition; activity change, % (tested at about 1.8 µM); U2OS KCNH2 3.1, thallium flux FluxOr; stronger effect = lower value; actives 0.95% (n = 340,000); AID 720553;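 active = maximum activity change below -70%; inconclusive = maximum activity change from -70% to -50%; inactive = maximum activity change above -50%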;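 note: thallium influx rate constant from kinetic fluorescence after stimulation buffer; % is set by controls: 0 for no effect and ±100 for the full control effect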
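Thallium flux via FluxOr fluorescence (Red40 quencher, 45 min loading) in U2OS cells virally expressing the KCNH2 3.1 isoform (1.77 x 10^8 /mL virus, overnight at 37 C). Rate constants from 2-min kinetic reads post-stimulation, normalised to positive and negative controls.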
PKM2 act: PKM2 (human) enzyme activation; P14618; purified PKM2, Kinase-Glo ATP luminescence, activation; response scale: 0% is enzyme alone, no compound; Potency, µM (doses to about 57.5 µM), for inactives: at the top dose activation, actives largely listed as activators; actives 0.34% (n = 260,000); AID 1631; note: potency is the fitted concentration of half-maximal effect; % is set by controls: 0 for no effect and ±100 for the full control effect; nearly all actives have a fitted effect of over 55% in size
Target sequence (P14618 whole entry, looked up): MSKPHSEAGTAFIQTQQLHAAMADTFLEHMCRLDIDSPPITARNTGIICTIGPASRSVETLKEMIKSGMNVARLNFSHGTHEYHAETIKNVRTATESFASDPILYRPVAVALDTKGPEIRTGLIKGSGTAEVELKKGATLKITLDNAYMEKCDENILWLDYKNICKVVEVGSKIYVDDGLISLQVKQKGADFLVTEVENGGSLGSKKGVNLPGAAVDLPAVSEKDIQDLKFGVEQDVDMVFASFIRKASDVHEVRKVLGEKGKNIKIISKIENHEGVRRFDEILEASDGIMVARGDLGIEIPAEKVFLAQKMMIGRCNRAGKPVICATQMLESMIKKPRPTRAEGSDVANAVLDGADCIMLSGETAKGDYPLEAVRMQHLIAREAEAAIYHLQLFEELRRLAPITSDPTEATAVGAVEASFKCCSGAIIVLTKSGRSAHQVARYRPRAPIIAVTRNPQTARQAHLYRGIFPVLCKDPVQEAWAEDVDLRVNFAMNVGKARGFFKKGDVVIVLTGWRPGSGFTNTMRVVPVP
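Kinase-Glo luminescence reports ATP generated from ADP (0.1 mM) and PEP (0.5 mM) by purified hPK-M2 after 1 h at room temperature, pH 7.2 imidazole buffer; intermediate enzyme activity allows detecting inhibitors and activators.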
B2AR arrestin: agonists driving beta-arrestin recruitment to human beta2-adrenergic receptor | P07550 | beta-arrestin recruitment to beta2AR, cell-based reporter | Potency, µM (highest dose often 46.1 µM), inactives show at the highest dose activation, actives largely listed as activators | actives 0.02% (n = 330,000);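 note: potency is the fitted concentration of half-maximal effect; 0% = DMSO controls and full agonism = EC100 isoproterenol or metaproterenol; nearly all actives have a fitted effect of over 65% in size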
Giardia killer: Giardia lamblia killing; Giardia lamblia trophozoite viability; activity change, % at 7.66 µM, hits read low; actives 0.15% (n = 340,000); AID 540267; in the data active = activity change below about -80%; inconclusive = between about -30% and that limit;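 note: parasites exposed to compound for two days anaerobically before the ATP read; % is set by controls: 0 for no effect and ±100 for the full control effect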
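Trophozoite viability was measured as ATP-dependent luminescence, read 15-30 min after reagent addition. Before that, parasites at 100 cells/well were exposed to compounds for 48 h, anaerobically, at 37 deg C.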
USP2a block: blocks human ubiquitin-specific protease USP2a; O75604; USP2 core, Ub-CHOP2 coupled fluorogenic reporter, 485/531; Potency, µM (titrated, usually from 38.3 µM), without a hit: at the top dose activity change, negative = inhibition, actives largely listed as inhibitors; actives 0.01% (n = 330,000); AID 463254;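 note: potency is the fitted concentration of half-maximal effect; plate controls were DMSO wells for no effect and full inhibition by NEM control for full effect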
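Cell-free coupled assay: 10nM USP2 core preincubated 30min RT with compound in Tris-HCl pH 8.0/CaCl2/CHAPS buffer, then 25nM Ub-CHOP2 and 25nM reporter substrate; fluorescence (Ex 485/Em 531) read after 60min RT, normalized to NEM inhibition, concentration-response curves fitted.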
Menin MLL FP TR: displaces Texas Red mutant MLL peptide from human menin. O00255. Potency, µM (series often up to 61.6 µM), for the others: top-dose FP activity change, negative = inhibition, usual class: inhibitors. actives 0.23% (n = 270,000). Menin + Texas Red MLL mutant peptide, fluorescence polarization; active = well fitted inhibition curve with a large enough effect in the polarisation, with a control signal flat, not every such curve was filed as active; inconclusive = small, poorly fitted or top-dose-only effect, or effect the other way, or a change in a side signal; inactive = no such curve, though single readings can be large or run the other way; the % refers to the polarisation; note: potency is the fitted concentration of half-maximal effect; % of control where 0% means no effect; many of its hits are not listed in these tables
GALK inh: galactokinase (human) inhibition | actives 0.007% (n = 270,000) | Potency, µM (titrated, usually from 57.5 µM), for inactives: at the highest dose activity change, negative = inhibition, most hits filed as inhibitors | Purified GALK, Kinase-Glo residual ATP luminescence; note: potency is the fitted concentration of half-maximal effect; % is set by controls: 0 for no effect and ±100 for the full control effect
Target sequence (P51570 whole entry, looked up): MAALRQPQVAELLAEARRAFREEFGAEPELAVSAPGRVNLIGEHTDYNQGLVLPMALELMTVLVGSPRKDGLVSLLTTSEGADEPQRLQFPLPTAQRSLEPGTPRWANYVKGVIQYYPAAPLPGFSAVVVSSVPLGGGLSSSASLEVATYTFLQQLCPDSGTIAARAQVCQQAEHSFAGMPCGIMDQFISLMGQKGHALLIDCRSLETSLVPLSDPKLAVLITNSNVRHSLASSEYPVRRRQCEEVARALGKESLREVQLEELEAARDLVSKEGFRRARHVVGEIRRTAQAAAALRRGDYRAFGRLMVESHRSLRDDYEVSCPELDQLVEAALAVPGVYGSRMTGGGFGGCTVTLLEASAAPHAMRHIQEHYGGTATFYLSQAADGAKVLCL
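ATP-depletion format; final 35 uM ATP, 100 uM D-galactose, 5 nM enzyme; pH 8.0 HEPES/Mg2+ buffer; 60 min RT; luminescence read 10 min after detection reagent.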
FBPA coupling cs: coupling enzyme interference in Giardia aldolase counter-screen; coupling enzyme system counterscreen, AmpLite Red fluorescence; activity change, negative = inhibition, % at 58.2 µM, hits read low; actives 0.67% (n = 290,000); in the data active = activity change below about -30%; note: % is set by controls: 0 for no effect and ±100 for the full control effect
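Counterscreen lacking aldolase: glyceraldehyde-3-phosphate coupling-enzyme reagent preincubated 10 min at RT with compound (at 57.5 uM final), then substrate/coupling system with AmpLite Red added; fluorescence read at 525/598 nm after 20 min RT.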
TRPV1 ag: activates the human vanilloid receptor TRPV1; TRPV1-expressing cells, Fluo-8 calcium influx, agonist mode; activation, % at 8.33 µM; AID 540275; Q8NER1; actives 0.19% (n = 320,000); in the data active = activation above about 80%; inconclusive = between about 30% and that limit; note: 0% is about no effect
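TRPV1-expressing cells were cultured overnight at 35.5C and loaded with Fluo-8 calcium dye for 40 to 90 min at room temperature. After a 10 s baseline, compound was added and calcium influx was read kinetically for 3 min (ex 480/em 520 nm).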
An asterisk follows results filed as active; i = inactive; u = inconclusive; x = no result given; [ ] = dose if it differs, or a comment. Unless noted, calls come from the whole dose curve; as a rule, active = well fitted curve in the direction sought with a large enough effect; inconclusive = small, poorly fitted or top-dose-only effect, or another doubt; inactive = no such curve, though single readings can be large; an effect the other way counts as inactive or inconclusive. Some of the compounds tested. The share of hits here may be higher or lower than overall.

no.	Compound	KCNH2 WT inh	CXXC DNA block	KCNH2 3.1 block	PKM2 act	B2AR arrestin	Giardia killer	USP2a block	Menin MLL FP TR	GALK inh	FBPA coupling cs	TRPV1 ag
1	CCc1cccc(C)c1NC(=O)CSc1nc2ccccc2n1CC(=O)N(C)C	-13	-5%	-6	2%	0.0%	-8	-2%	2%	2%	4	-2
2	S=C(Nc1ccccc1)N1CCn2c(nc3ccccc32)C1	i	4%	9	0%	0.1%	-20	1%	7%	8%	0	0
3	Cc1cc(O)c2c(C)c(CC(=O)N3CCN(C(=O)C4COc5ccccc5O4)CC3)c(=O)oc2c1 (stereo not given)	-4	8%	-20	-1%	0.4%	31[activator]	-2%	11%	-4%	5	-1
4	CC1c2ccsc2CCN1S(=O)(=O)c1ccccc1 (stereo not given)	-4	34%[activator]	2	3%	-0.4%	5	0%	x	-2%	-4	u
5	CCNC(=S)NNC(=O)CSc1nc2ccccc2[nH]1	-6	-3%	6	1%	0.1%	5	1%	11%	6%	-11	1
6	S=c1[nH]nc(C2CC2)n1Cc1ccco1	-323*	1%	7	-21%	0.5%	-15	3%	x	1%	0	-2
7	CC1(C)NC(=O)N(CCCOc2ccc(Br)cc2Cl)C1=O	15	0%	9	1%	-2.1%	-11	-1%	20%	0%	7	u
8	CC(=O)c1nn(-c2ccc(Cl)cc2)c(=O)[nH]c1=O	11	10%	9	x	0.0%	2	5%	-12%	-2%	-3	2
9	O=c1cc(-c2ccccc2)nc(SCCOc2ccccc2Cl)[nH]1	x	-1%	10	-27%	0.4%	u	1%	-19%	-3%	-2	2
10	O=C1CSC(=Nc2ccccc2[N+](=O)[O-])N1	4	6%	-7	1%	-0.2%	-4	1%	8%	-1%	-1	3
11	O=C(NCCc1csc(-c2cccnc2)n1)c1ccccc1	-2	13%	-8	6%	-0.3%	5	2%	-10%	-3%	0	2
12	Cc1ccc(NC(=O)c2cccc(C(F)(F)F)c2)cc1NC(=O)c1[nH]cnc1C(N)=O	2	x	-19	x	0.1%	-20	0%	x	x	x	3
13	CCCC1(CCC)C(=O)NC(=NCCc2ccc(OC)c(OC)c2)NC1=O	-5	-11%	-39	-15%	0.1%	-9	2%	7%	x	-3	2
14	CCc1ccc(NC(=O)c2cc(Br)ccc2Br)cc1	x	-1%	x	-2%	-1.0%	x	-6%	30%	1%	-6	u
15	Cc1ccc(S(=O)(=O)c2nc(-c3ccc(F)cc3)oc2SCC(=O)NCC2CCCO2)cc1 (stereo not given)	-3	6%	6	-15%	-0.8%	7	2%	-23%	-1%	10	-5
16	Cc1cc(SCC(=O)NCCC2=CCCCC2)nc2ccccc12	5	13%	-5	20%	-0.1%	-3	-10%	u	0%	-19	u
17	S=c1nc[nH]c2c1[nH]c1ccc(Cl)cc12	2	3%	-10	-5%	-0.1%	-18	1%	x	4%	3	-4
18	CCOC(=O)c1ccccc1NC(=O)CSc1ccccc1	0	2%	-1	-14%	-0.3%	13	-9%	-15%	1%	-2	-2
19	CCCCCC1CC(=O)C=C(C)C1C(=O)OC (stereo not given)	-4	-1%	-6	-5%	0.2%	4	-2%	x	1%	0	12
20	CCOC(=O)C1CCCN(C(=O)c2ccc(C(=O)c3ccccc3)cc2)C1 (stereo not given)	4	x	-7	x	0.1%	-3	3%	x	x	x	1
21	COc1ccc(CC(=O)NCc2n[nH]c(=S)n2-c2ccc(F)cc2)cc1	x	-12%	19	0%	-0.3%	1	3%	4%	-3%	3	1
22	OC1CCN(Cc2cn(Cc3ccccc3)nc2-c2cc3ccccc3o2)CC1	10	-2%	-7	-1%	0.1%	7	-1%	-13%	0%	3	9
23	Cc1nnc(SCC(=O)NCc2cccs2)n1-c1ccccc1	-1	4%	22	1%	-0.2%	10	2%	-1%	-1%	4	2
24	CC(C)[C@H](NC(=O)N1CC(=O)Nc2ccccc21)C(=O)N1CCC(C(=O)O)CC1	0	39%[activator]	-16	x	-0.9%	-19	4%	x	-3%	x	-1
25	CCC(C(=O)Nc1c(C)cc(C)cc1C)N1CCCCCC1 (stereo not given)	-1	-4%	-15	-2%[11.5 µM]	-0.4%	48[activator]	1%	-14%	-3%	4	3
26	O=C(c1cc(-c2ccc(O)cc2)on1)N1CCc2ccccc2C1	5	2%	-2	4%	0.2%	14	-3%	11%[11.7 µM]	3%	8	x
27	O=C(N/N=C/c1cccs1)c1cnccn1	7	7%	-10	-2%	-1.5%	9	-1%	-11%	4%	0	1
28	CC(C)(CSc1nncn1N)NS(=O)(=O)c1ccc(Cl)cc1	-13	0%	2	-2%	-0.1%	-28	2%	-7%	-2%	-3	0
29	O=C(NCCCN1CCOCC1)C(c1ccccc1)c1ccccc1	5	-1%	-2	1%[11.5 µM]	-0.4%	-11	-1%	-4%	7%	0	4
30	O=C(NCc1ccc2c(c1)OCO2)c1ccc(CS(=O)(=O)c2cccc(C(F)(F)F)c2)o1	5	6%	-3	1%	-0.5%	0	2%	7%	0%	4	3
31	COc1cc2c(cc1OC)[C@H](C)N(C(=O)NCc1ccccc1)CC2	-15	9%	5	x	0.3%	0	2%	-16%	0%	0	u
32	C/C(CC(=O)Nc1cccnc1)=N\NC(=O)C(C)Oc1ccc(Cl)cc1Cl (stereo not given)	0	0%	11	-5%	0.9%	-4	1%	x	1%	4	-1
33	N#Cc1c(SCC(N)=O)nc2c(c1-c1ccncc1)CCCC2	1	-5%	-5	3%	-0.2%	-13	4%	7%	8%	1	4
34	O=C(NNS(=O)(=O)c1ccc(F)cc1F)c1csc(-c2cccnc2)n1	-11	-1%	-1	-20%	0.5%	-6	-3%	x	1%	-6	-1
35	Cc1ccc(C)c(SCc2nc3sc(C(=O)O)c(C)c3c(=O)[nH]2)c1	2	-18%	-34	0%	0.1%	7	1%	x	5%	17	1
36	COc1ccc(N2CCN(CC(=O)Nc3cc(C)on3)CC2)cc1	-1	-4%	-11	-5%	-0.8%	5	-1%	3%	1%	0	1
37	Cc1cc(C(=O)CSc2nc3ccccc3c(=O)[nH]2)c(C)n1CC1CCCO1 (stereo not given)	-5	-1%	0	0%	0.4%	-10	10%	-10%	1%	2	2
38	CC(NC(=O)Cc1ccccc1)C1COc2ccccc2O1 (stereo not given)	-6	4%	-4	-2%	0.0%	-13	11%	17%	-2%	5	13
39	CCN1CCCC1CNC(=O)C(=O)Nc1cccc(OC)c1 (stereo not given)	-1	14%	-1	-1%	0.0%	1	0%	1%	0%	-3	-2
40	O=C1CC2(CCN(C(=O)c3ccc(Br)cc3)CC2)Oc2ccccc21	30	x	-18	x	-0.8%	-17	-1%	x	x	x	u
41	CCNc1nc(N2CCCC2)nc(N2CCCC2)n1	u	10%	x	1%	-0.4%	-4	3%	-10%	-1%	-1	12
42	COC(=O)CCCC(=O)NC1CCCc2c1cnn2-c1ccc(F)cc1F (stereo not given)	1	-3%	-12	-3%	-0.2%	-18	-2%	-5%	-2%	0	-1
43	CSc1ccc(-c2sc(Nc3cccc4ccccc34)n[n+]2-c2ccccc2)cc1	2	u	7	21%	-0.3%	-24	1%	u	x	-18	0
44	CS(=O)(=O)N(CCC#N)Cc1ccc(/C=C2\C(=O)Nc3ccccc32)o1	-4	6%	15	4%	-0.4%	6	0%	16%	6%	1	2
45	O=C1CCC(C(=O)N2CCC(CO)(Cc3ccc(Cl)cc3)CC2)=NN1	25	6%	-20	2%	0.0%	5	3%	u	0%	-1	25
46	Cc1cc(NC(c2cccnc2)c2c(C)[nH]c3ccccc23)no1 (stereo not given)	10	10%	18	0%	-0.7%	17	1%	1%	0%	3	1
